Assay outcomes from PubChem.
Casp6 inh – caspase-6 (human) enzyme inhibition; inhibition, % at 12.5 µM; P55212; hit rate 0.53% among 350,000; purified caspase-6, Z-VEID-R110 cleavage fluorescence;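 active = mean inhibition across replicates at least about 35%, with every replicate also reaching that limit, limit read from the data; inconclusive = only one of the two criteria met; inactive = neither criterion met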;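 also: 0% = median of neutral control wells and 100% = no fluorescence left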
Target sequence (P55212 24-179 limits assumed): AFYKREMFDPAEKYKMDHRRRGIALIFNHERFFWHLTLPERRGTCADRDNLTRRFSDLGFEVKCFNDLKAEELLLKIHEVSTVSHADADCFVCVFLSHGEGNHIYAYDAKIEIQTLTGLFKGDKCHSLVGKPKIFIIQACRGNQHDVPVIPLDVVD
Target sequence (P55212 194-293 limits assumed): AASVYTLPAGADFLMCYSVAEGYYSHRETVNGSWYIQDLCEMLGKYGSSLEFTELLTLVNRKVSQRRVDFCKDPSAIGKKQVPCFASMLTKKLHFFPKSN
Cneo AK release – causes C. neoformans cell lysis; hit rate 0.2% among 360,000; adenylate kinase release luminescence, 4 h; normalised: neutral wells 0, clomiphene wells 100; lysis activity, % at 15 µM;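 active = mean lysis activity across replicates of at least 80%, whatever share of replicates individually reach that level; inactive = mean lysis activity below 80%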
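Test system: log-phase Cryptococcus neoformans yeast cells; Quantity: yeast cell density of 5 × 10^6 cells/mL; Buffer or medium: YPD; Doses: single compound concentration per well; Timing: 4 h at 37 °C static, read 1 h later; Measured by: AK luminescence; Read-out basis: lysis from increased AK signal; Control set: Clomiphene as positive control.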
PGC1a acetyl inh – lowers PGC1a acetylation signal in U2OS cells. AlphaScreen anti-acetyl-lysine; with virally co-expressed GCN5 acetyltransferase. inhibition, % at 15.6 µM. hit rate 0.17% among 350,000. AID 651687;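 active = every replicate shows inhibition of at least 40%; inconclusive = mean inhibition at least 40% but some replicate below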;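 also: 0% = neutral control wells and 100% = positive control wells; some results beyond the cut were filed as inactive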
LGR2 inh – inhibitors of bursicon-induced Drosophila LGR2 receptor cAMP signaling | inhibition, % at 9.99 µM | AID 720647 | HEK293 LGR2, CRE-luciferase, bursicon-stimulated, 4 h | hit rate 0.35% among 380,000;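 active = drop in luminescence signal, shown as inhibition above about 50% in the replicate tests, limit read from the data, passing the limit was not always enough; inconclusive = probably only some replicates passing the limit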;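 also: agonist challenge used bursicon conditioned medium at about half maximal strength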
FN deposition inh – fibronectin deposition inhibition; AID 743247; hit rate 0.086% among 350,000; inhibition, % at 12.6 µM; AH1F fibroblasts, Alexa488-fibronectin deposition fluorescence, overnight;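 active = mean inhibition across replicates of 30% or more, regardless of how many single replicates reach that level; inconclusive = mean under 30% yet at least half of replicates reach 30%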;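 also: positive control wells lacked labelled fibronectin entirely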
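Schedule: 1 h cell adhesion before compound, then overnight fibronectin incubation; test system: AH1F fibroblast monolayer depositing Alexa488-labelled fibronectin into matrix; quantity: 10000 AH1F cells per well; probe or stimulus: fluorescent fibronectin at 24 nM final; signal: fluorescence, ex 485 nm, em 525 nm; evaluation: percent inhibition as loss of matrix-bound fibronectin fluorescence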
miR-122 sensor – blocks miR-122 activity in Huh7 sensor cells; Huh7 miR-122 Renilla luciferase sensor, 48 h; neutral wells = 0, positive control = 100; activation (reporter increase), % at 12.5 µM; hit rate 0.3% among 340,000;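 active = mean replicate activation score at least 90 and every replicate individually at or above 90; inconclusive = only one of the two criteria met; inactive = neither criterion met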;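 also: higher luciferase means less miR-122 activity so hits act as miR-122 inhibitors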
PAX8 reporter – inhibitors of PAX8 transcriptional activity in RMG-I cells; RMG-I TPO-luciferase reporter, SteadyGlo, 24 h; inhibition, % at 12.6 µM; hit rate 1.2% among 360,000; AID 652154;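 active = mean replicate inhibition at least 60% with every replicate also reaching 60%; inconclusive = only one of the two criteria is met; inactive = mean below 60% and not all replicates reaching 60%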;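 also: luciferase light reporting Pax8 driven TPO promoter activity; plate controls were median of neutral control wells for no effect and mitoxantrone controls for full effect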
EWS-Fli inh – EWS/Fli transcriptional activity inhibition; A673 NR0B1-luciferase reporter, viability-normalised; inhibition, % at 12.6 µM; hit rate 0.67% among 350,000; AID 651661;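 active = mean inhibition of at least 50% after viability correction, with every replicate also passing that limit; inconclusive = mean reaches 50% but only one of two replicates passes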;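 also: firefly luciferase signal divided by Alamar Blue viability fluorescence both relative to DMSO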
* marks the source's active call; other numbers are inactive results; ? = inconclusive; · = no result given; [ ] = dose if it differs, or a comment.

Screens in order: Casp6 inh	Cneo AK release	PGC1a acetyl inh	LGR2 inh	FN deposition inh	miR-122 sensor	PAX8 reporter	EWS-Fli inh
- CN(C[C@H](Cc1ccccc1)N(C[C@H](Cc1ccccc1)N(CCC(C)(C)C)N=O)N=O)N=O
 : ·	1	-1	-1	-12	2	26	22
- O=S(=O)(c1cccc(Cl)c1)N1CCSc2ccccc21
 : 2	-1	-18	0	5	-6	2	0
- CC(=O)CCC(=O)N1CCCC(CNC(=O)c2ccc(-c3ccccc3)cc2)C1 (configuration not stated)
 : 2	·	·	-20	14	-2	-9	-23
- CCc1ccc2nc(NC(=O)C3CCN(c4ncnc5sc(C)c(C)c45)CC3)sc2c1
 : 0	0	7	-32	0	-9	29	-60
- COc1ccc(NC(=O)Nc2cccc3c2O[C@H](CN(C)C(=O)Nc2ccc4c(c2)OCO4)[C@H](C)CN([C@H](C)CO)C3=O)cc1
 : 0	-6	-2	0	·	-6[16.7 µM]	·	-9
- CC(C)NC(=O)Nc1ccc2c(c1)C(=O)N([C@@H](C)CO)C[C@H](C)[C@H](CN(C)Cc1ccc(C(F)(F)F)cc1)OCCCC[C@@H](C)O2
 : -1	-5	-4	-2	11	2[16.7 µM]	13	-2
- COCC(=O)N/N=C(\C)CC(=O)NCc1ccco1
 : -1	0	·	-10	·	-6	-1	0
- COc1ccc(-n2c(=O)c3c4c(sc3n(CC(N)=O)c2=O)CCCCC4)cc1
 : -3	·	·	·	0	·	-3	2
- CCCCNC(=O)CCc1c(C)nc2c(c(C)nn2-c2ccccc2)c1C
 : -4	3	0	3	0	2	22	9
- C[C@H]1CN([C@@H](C)CO)C(=O)c2cc(NC(=O)Cc3cn(C)c4ccccc34)ccc2O[C@H]1CN(C)Cc1ccc2c(c1)OCO2
 : 2	0	2	-7	-2	-2[16.7 µM]	11	22
- COc1cc(/C=C(\C#N)c2nc3ccc(C)cc3[nH]2)c([N+](=O)[O-])cc1OC
 : ·	0	-3	14	·	3	·	·
- C[C@@H]1CN([C@H](C)CO)S(=O)(=O)c2ccc(C#CCN(C)C)cc2O[C@@H]1CN(C)Cc1ccncc1
 : 0	0	0	2	·	46[16.7 µM]	7	8
- CCCC#Cc1ccc([C@@H]2[C@H](CO)N3C(=O)CN(C(=O)Cc4cccnc4)C[C@@H]23)cc1
 : 0	·	5	7	·	·	-1	-5
- CCC1CN(C(=O)NCc2cccc(OC)c2)c2ccccc2O1 (configuration not stated)
 : -2	1	1	-11	-9	-7	19	-2
- O=C(COC(=O)CCC(=O)c1cccs1)Nc1cc(S(=O)(=O)N2CCOCC2)ccc1Cl
 : ·	2	5	·	3	4	-5	·
- N#Cc1cccc(S(=O)(=O)NCC(=O)NCCCc2ccccc2)c1
 : 0	-1	0	-8	-2	-1	-10	0
- O=C(NCC(F)(F)F)c1ccc2sc([C@@H]3O[C@H](CO)[C@H](O)[C@H](O)[C@H]3O)nc2c1
 : 4	0	12	8	0	4	10	4
- Cc1cccc(C(=O)NC2CCN(S(=O)(=O)c3ccccc3F)CC2)c1
 : -2	0	10	1	6	-3	5	3
- C[C@@H]1CCCCO[C@@H](CN(C)C(=O)c2ccncc2)[C@@H](C)CN([C@H](C)CO)C(=O)c2cc(NC(=O)c3ccccc3)ccc2O1
 : 0	60	1	-9	·	3[16.7 µM]	-18	·
- CCN(CC)C(=O)COc1coc(CN2CCN(c3ccccc3)CC2)cc1=O
 : 0	0	6	-2	6	-4	1	·
- CCN(CC)CCn1c(NC(=O)c2ccccc2O)nc2ccccc21
 : -4	-3	0	-9	0	3	-40	-20
- O=C1c2cccc([N+](=O)[O-])c2C(=O)N1CCO
 : 1	·	·	0	-9	·	-7	-6
- COc1ccc(NC(=O)N(C)C[C@@H]2Oc3ccc(NC(=O)Cn4cnnn4)cc3CC(=O)N([C@@H](C)CO)C[C@@H]2C)cc1
 : 2	-2	0	-9	·	-4[16.7 µM]	-27	-4
- CN(C(=O)CSCC(=O)Nc1ccc(Cl)cc1)C1CCCCC1
 : -5	0	-12	30	3	0	22	13
- Cc1cccc(-c2ccc([C@@H]3[C@H]4CN(C(=O)c5ccccc5)CC(=O)N4[C@H]3CO)cc2)c1
 : 1	·	-2	11	·	·	23	-3
- Cc1[nH]c2ccccc2c1C(C#N)(C#N)C1C(=O)c2ccccc2C1=O
 : 3	2	-2	12	11	6	41	31
- CNC[C@H]1Oc2c(NS(=O)(=O)c3cccs3)cccc2C(=O)N([C@@H](C)CO)C[C@H]1C
 : 10	2	7	16	1	16[16.7 µM]	·	-4
- O=C(CC(=O)N/N=C/c1ccc(C(=O)O)cc1)NCCc1ccccc1
 : -1	-3	30	-12	5	-14	-8	7
- Cc1noc(C)c1NC(=O)Nc1ccc2c(c1)C(=O)N([C@@H](C)CO)C[C@@H](C)[C@@H](CN(C)Cc1ccc(C(=O)Nc3ccccc3N)cc1)O2
 : 1	3	-1	-5	·	-3[16.7 µM]	·	20
- Cc1ccc(C)n1-c1ccc(C(=O)N2CCOCC2)cc1
 : 0	-1	13	-21	·	-4	·	2

The final two entries of the section before come first, to join the parts:
Screens in order: Casp6 inh	Cneo AK release	PGC1a acetyl inh	LGR2 inh	FN deposition inh	miR-122 sensor	PAX8 reporter	EWS-Fli inh
- Cc1noc(C)c1NC(=O)Nc1ccc2c(c1)C(=O)N([C@@H](C)CO)C[C@@H](C)[C@@H](CN(C)Cc1ccc(C(=O)Nc3ccccc3N)cc1)O2
 : 1	3	-1	-5	·	-3[16.7 µM]	·	20
- Cc1ccc(C)n1-c1ccc(C(=O)N2CCOCC2)cc1
 : 0	-1	13	-21	·	-4	·	2
- CN1C(=O)c2cc(NC(=O)c3ccc(F)c(F)c3)ccc2OC[C@@H]2O[C@H](CC(=O)N3CCOCC3)CC[C@@H]21
 : ·	4	-2	-1	-16	-13[16.7 µM]	-5	-5
- O=c1[nH]c2c(Br)cnc([N+](=O)[O-])c2[nH]1
 : 2	0	-2	6	-8	0	-20	3
- O=C(CN1C(=O)COc2ccccc21)NCCC1=CCCCC1
 : -1	-1	4	-5	·	·	·	1
- Cc1ccc(-c2ccc(C3[C@H]4CNC[C@@H]3N4Cc3cccc(F)c3)cc2)cc1 (some centres not stated)
 : 0	·	8	22	2	·	-1	-9
- CCC(C(=O)NC1CCCCC1)n1c(SCc2ccccc2F)nc2ccncc21 (configuration not stated)
 : -3	-3	-1	·	0	3	-28	-19
- COc1ccc(NC(=O)CNC(=O)Cn2cnc3sc4c(c3c2=O)CCCC4)cc1OC
 : -3	1	7	1	2	2	-6	·
- COc1ccccc1NC(=S)NC(C)C(c1cccs1)N1CCOCC1 (configuration not stated)
 : 8	-6	-2	4	3	-10	6	3
- COc1cc(OC)cc(-c2nc3ccccc3c(=O)n2NC(=O)c2cccnc2Cl)c1
 : 0	1	-8	-5	-1	-3	18	48
- CCS(=O)(=O)CCSc1nc(C)cc(C)c1C#N
 : 1	0	·	-3	·	-4	·	4
- COc1ccc2c3c([nH]c2c1)[C@@H](CO)N(C(=O)c1ccccn1)CC31CN(S(C)(=O)=O)C1
 : 0	·	2	-15	·	·	·	7
- CC(C)NC(=O)N(C)C[C@H]1Oc2ncc(-c3ccc(C(=O)N(C)C)cc3)cc2C(=O)N([C@@H](C)CO)C[C@@H]1C
 : -3	5	-17	1	6	2[16.7 µM]	·	-4
- C[C@@H]1CN([C@H](C)CO)C(=O)c2cc(C3=CCCC3)cnc2O[C@H]1CN(C)C(=O)c1ccncc1
 : 31	2	-4	-2	-5	-6[16.7 µM]	·	-3
- CC(=O)c1cccc(NC(=O)c2ccc(-c3ccccc3[N+](=O)[O-])o2)c1
 : ·	11	2	-80	-8	4	-241	·
- CN(C)Cc1cn(CC[C@H]2CC[C@@H](NC(=O)Nc3ccc4c(c3)OCO4)[C@@H](CO)O2)nn1
 : -1	1	-4	-16	2	4[16.7 µM]	-8	0
- CCOC(=O)Cn1c(=O)cc(C)c2ccccc21
 : 1	·	·	9	9	·	5	2
- CC(=O)Nc1ccc(C(=O)OCC(=O)Nc2c(C)n(C)n(-c3ccccc3)c2=O)cc1
 : -1	-2	·	12	6	·	11	-2
- CNc1nc(NCC2CCCCC2)c2sccc2n1
 : -6	-3	·	-2	2	-43	39	23
- O=C(NCC1CCCO1)c1ccccc1-c1nc(-c2ccccc2F)no1 (configuration not stated)
 : 2	0	4	-6	7	-2	18	-16
- COc1ccc(/C=N/NC(=O)CCn2nc(C)cc2C)cc1
 : 3	0	·	-5	2	6	-6	4
- COc1ccc(NC(=O)Nc2ccc3c(c2)C(=O)N([C@H](C)CO)C[C@@H](C)[C@@H](CN(C)Cc2ccccc2)OCCCC[C@H](C)O3)cc1
 : -1	2	5	9	-12	-5[16.7 µM]	-4	?
- CC(C)N1C(=O)C(=O)N(CC(=O)N2CCc3ccccc32)C1=O
 : 0	-2	2	6	4	-7	-2	4
- CCCNC(=O)N[C@H]1CC[C@@H](CCn2cc(C3CC3)nn2)O[C@@H]1CO
 : -3	2	-5	10	8	·	-8	7
- C[C@@H]1CN([C@H](C)CO)C(=O)Cc2cc(NC(=O)Nc3ccccc3)ccc2O[C@@H]1CN(C)Cc1ccncc1
 : 0	0	-32	6	·	-2[16.7 µM]	9	1
- C[C@@H]1CN([C@H](C)CO)C(=O)c2cc(NC(=O)C3CCCCC3)ccc2O[C@@H](C)CCCCO[C@@H]1CN(C)C(=O)Nc1cccc2ccccc12
 : -1	-2	0	18	·	-5[16.7 µM]	42	8
- C[C@@H]1CN([C@@H](C)CO)C(=O)CCCn2cc(nn2)CO[C@@H]1CN(C)C(=O)Nc1ccc2c(c1)OCO2
 : 3	-10	-2	16	4	0[16.7 µM]	·	-4
- CC1CCN(CCCNC(=O)c2ccc3c(=O)n(CCc4ccccc4)c(=O)[nH]c3c2)CC1
 : ·	0	6	·	-22	-6	2	·
- COC(=O)C[C@@H]1C[C@@H]2c3cc(NC(=O)NC4CCCC4)ccc3O[C@@H]2[C@H](CO)O1
 : 2	-2	5	9	-19	1[16.7 µM]	-1	-3
- NC(=O)NCc1ccccc1Cl
 : -1	·	12	-9	-1	·	-4	3
- CCN(CC(=O)Nc1ccc(OC)cc1)CC(=O)Nc1cccc(C#N)c1
 : 1	10	1	-1	1	17	7	8
